High-throughput results from PubChem BioAssay.
Glyco luc inh: blocks N-linked glycosylation in D54 reporter cells | D54 ERlucT glycosylation luciferase reporter, 24 h; percent of 100 nM tunicamycin response | reporter increase, % at 12.5 µM | 0.23% of 360,000 active;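 active means mean luciferase reporter signal, scaled so untreated is 0 and the glycosylation-blocking control 100, at or above a set limit in every replicate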;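 further: luciferase carries N-glycosylation sites so blocking glycosylation raises the light; 0% = median of neutral control wells and 100% = median of 100 nM tunicamycin wells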
HTR2A ag: activates the mouse 5-HT2A serotonin receptor; 0.66% of 360,000 active; CHO-K1 mHTR2A beta-arrestin complementation, luminescence; percent of 30 µM serotonin response; AID 624169; activation, % at 7.6 µM; P35363;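 active means activation above a run cutoff, the mean activation of all tested compounds plus 3 SD, cut at about 14% in these data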;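 further: 0% = plate median of compound wells and 100% = 30 µM serotonin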
Target sequence (P35363 whole entry, looked up): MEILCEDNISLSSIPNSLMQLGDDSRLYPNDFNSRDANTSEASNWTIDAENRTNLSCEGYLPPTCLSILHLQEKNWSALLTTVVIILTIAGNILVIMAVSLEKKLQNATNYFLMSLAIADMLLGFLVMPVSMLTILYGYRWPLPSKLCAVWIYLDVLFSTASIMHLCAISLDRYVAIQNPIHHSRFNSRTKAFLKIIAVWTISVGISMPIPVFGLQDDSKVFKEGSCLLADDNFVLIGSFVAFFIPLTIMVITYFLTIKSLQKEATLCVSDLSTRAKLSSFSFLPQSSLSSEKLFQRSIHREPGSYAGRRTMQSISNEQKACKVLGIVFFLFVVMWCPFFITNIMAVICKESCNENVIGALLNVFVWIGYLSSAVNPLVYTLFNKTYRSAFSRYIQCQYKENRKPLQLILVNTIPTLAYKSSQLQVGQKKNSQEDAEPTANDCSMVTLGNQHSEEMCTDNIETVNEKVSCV
Granule exo inh: blocks lytic granule exocytosis | TALL-104 LAMP-1 surface exposure, flow cytometry; cells stimulated with thapsigargin and PMA | inhibition, % at 10 µM | 0.66% of 360,000 active | AID 651702;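 active means inhibition above about 55%, limit read from the data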
CaV13 FRET inh: Primary screen for inhibitors of IQ motif and Ca2+-dependent inactivation inhibitor domain binding in CACNA1D, Förster resonance energy transfer in living cells, …. AID 743397. 0.098% of 340,000 active. HEK cells, CFP/YFP FRET ICDI-IQ, plate reader, 10 min; percent FRET-ratio fall versus neutral wells. inhibition, % at 12.3 µM;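 active means mean replicate inhibition of at least 30% and at least 1% of replicates passing that level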;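 further: 0% = median of the neutral control wells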
hiPSC survival: increases survival of single human iPS cells | hiPSC single-cell survival, ATPlite luminescence; 100% = ROCK inhibitor wells, 0% = DMSO | survival enhancement, % at 20 µM | 0.044% of 360,000 active | AID 602274; in the data active means survival enhancement above about 18%;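 further: cells exposed to compounds for 16 hours before the ATP read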
PDI turbidity: PDI (human) enzyme inhibition; PDI insulin aggregation turbidity, A650, 90 min; P07237; inhibition, % at 10 µM; 0.052% of 350,000 active; AID 588391;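 active means mean inhibition across replicates of 30% or more, whatever share of single replicates reach that level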;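 further: absorbance from insulin aggregation driven by PDI reduction with DTT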
Target sequence (P07237 whole entry, looked up): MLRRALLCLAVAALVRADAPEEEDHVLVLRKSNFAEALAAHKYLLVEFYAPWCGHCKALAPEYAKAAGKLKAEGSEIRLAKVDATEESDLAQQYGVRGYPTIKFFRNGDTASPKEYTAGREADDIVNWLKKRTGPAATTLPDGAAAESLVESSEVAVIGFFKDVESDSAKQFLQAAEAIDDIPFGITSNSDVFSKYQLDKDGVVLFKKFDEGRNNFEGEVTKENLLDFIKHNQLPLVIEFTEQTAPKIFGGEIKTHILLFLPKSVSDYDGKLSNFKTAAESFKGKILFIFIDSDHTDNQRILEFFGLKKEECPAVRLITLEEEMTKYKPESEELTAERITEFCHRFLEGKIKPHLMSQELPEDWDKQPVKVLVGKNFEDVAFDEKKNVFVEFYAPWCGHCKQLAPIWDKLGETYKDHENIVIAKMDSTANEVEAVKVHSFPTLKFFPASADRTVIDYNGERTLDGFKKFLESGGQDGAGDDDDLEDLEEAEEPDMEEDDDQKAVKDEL
ABCB6 inh MLPCN: human ABCB6 transporter inhibition | Q9NP58 | K562-ABCB6 porphyrin accumulation, flow cytometry, 1 h; stronger effect = lower value | fluorescence ratio to DMSO, % at 10 µM | 0.19% of 360,000 active | AID 602162;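 active means fluorescence ratio to DMSO below 75%, the collection mean minus 3 SD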;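 further: signal is porphyrin accumulated inside mitochondria; 100% equals median channel fluorescence of DMSO control wells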
Cardio protect: protects H9c2 cardiomyocytes from peroxide injury; H2O2 injury protection, ATPLite, 2 h; protection from H2O2 cell death, % at 20 µM; 0.63% of 360,000 active;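 active means compounds giving at least 50% protection of heart cells from peroxide-induced death in the single-dose screen, raw or plate-pattern-corrected value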;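 further: 0% = DMSO wells with peroxide and 100% = DMSO wells without peroxide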
aDG glyco up: increases alpha dystroglycan glycosylation. activation, % at 10 µM. 0.22% of 360,000 active. Pro5-aDG cells, alpha-DG glycosylation AlphaScreen (IIH6); 0% Pro5, 100% B10-LARGE cell signal. AID 624168;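 active means activation of at least 8% versus controls, or a plate z-score of at least 8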;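 further: Pro5 are CHO cells carrying HIG-tagged alpha-DG that lacks glycosylation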
Vif inh: blocks HIV Vif function; HEK293T cells, Vif self-association by quenched fluorescence, imaging, 24 h; inhibition, % at 7.49 µM; 0.35% of 340,000 active; AID 602346; in the data active means inhibition above about 50%, passing the limit was not always enough; further: some results filed as inactive read as strong as hits
Starred values were filed as active, the others as inactive; . = not tested or not shown.

SMILES	Glyco luc inh	HTR2A ag	Granule exo inh	CaV13 FRET inh	hiPSC survival	PDI turbidity	ABCB6 inh MLPCN	Cardio protect	aDG glyco up	Vif inh
O=C(COC(=O)COc1ccc(Cl)cc1Cl)NC1CCCCCC1	1	5	0	-5	0.3	6	96	5	-0.1	-2
Cc1ccnc2nc(C(=O)NC3=NCCS3)nn12	0	2	-2	-5	3.2	-3	91	16	-0.1	17
Clc1ccc(OCCN2CCN(c3ncnc4sccc34)CC2)cc1	-1	2	1	-4	-2.7	-23	88	-20	6.0	-18
CN1CCN(Cc2cc(Cl)c3cccnc3c2OC(=O)c2cccs2)CC1	-3	-5	-2	-3	1.3	-5	92	18	0.9	-4
CCCN1CCN(S(=O)(=O)c2ccc3c(c2)OCCO3)CC1	-2	7	0	-2	-3.3	-4	101	-5	0.2	-1
Cc1cccc(-c2noc(CCC(=O)NC3CCCCC3)n2)c1	-1	4	-3	.	0.4	-12	98	-10	0.0	4
COc1c(C(=O)Nc2ccccc2N2CCOCC2)cc2ccccc2c1Br	-6	3	1	-6	0.0	5	99	-2	0.2	-6
CCC(C(=O)Nc1cc(F)ccc1F)n1nc(C)c2c(C)n(-c3ccc(C)cc3)nc2c1=O (centres undefined)	-6	4	7	-2	-0.5	3	84	-12	0.8	-8
COCCNC(=O)C1(C)CCCN(C(=O)c2ccccc2OC(F)(F)F)C1 (centres undefined)	4	3	3	-5	1.0	1	96	0	-0.1	.
O=c1ccc(Cl)cn1Cc1ccccc1F	3	-5	-3	-4	1.9	-4	87	0	0.0	-5
COc1ccc(C)cc1NC(=O)Cn1cnc2sc(C)c(S(=O)(=O)N3CCOCC3)c2c1=O	2	2	-1	-4	-0.8	-7	98	1	0.0	0
CN(C)CCCN1C(=O)c2cccc3c(Br)ccc(c23)C1=O	40*	0	0	-8	1.0	-8	99	15	1.1	-6
C[C@@H]1CN([C@H](C)CO)C(=O)CCCn2nncc2CO[C@@H]1CN(C)C(=O)c1ccncc1	3	0	-5	-4	-2.1	5	102	2	-0.1	-1
O=C(NCCc1cccc(Cl)c1)c1cccs1	-4	-5	6	-6	0.4	-1	94	-5	0.6	-2
Cc1ccc2nc(/C(C#N)=C/c3ccc(-c4cccc([N+](=O)[O-])c4)o3)[nH]c2c1	1	-3	0	-27	2.5	1	169	-26	0.1	-3
O=C(NCc1cccnc1)C1CCN(S(=O)(=O)c2cccnc2)CC1	2	-3	0	0	-0.8	18	95	12	-0.1	.
Cc1ccc(CC(=O)N2CCC(c3nc4c(nnn4Cc4ccccc4)c(=O)[nH]3)CC2)cc1	-1	-5	-3	-6	-0.1	-1	99	34	-0.1	4
COc1ccc(CCCNC(=O)C2(C)Cc3c(-c4ccc(C(N)=O)cc4)ccnc3O2)cc1 (centres undefined)	1	8	7	-10	-0.7	0	71*	32	1.7	-4
CC(=O)Nc1cc2c(cc1C(C)=O)OCCO2	2	-2	1	-1	-1.1	-7	102	10	-0.2	4
N/C(=N\NS(=O)(=O)c1ccccc1Cl)c1ccccn1	-2	-1	-4	-17	-0.5	2	101	6	-0.1	-1
CCCNC(=O)c1c(Cl)cnn1-c1ccc(C)cc1	-4	-1	-2	-2	2.0	0	88	2	-0.1	1
NC(=O)CSc1cn(CCNC(=O)c2cccs2)c2ccccc12	-2	-4	0	-4	-0.4	.	100	6	3.8	.
CC1CCN(CCNC(=O)c2ccc3c(=O)n(Cc4ccc(Cl)cc4)c(=S)[nH]c3c2)CC1	0	-9	45	.	1.6	-4	97	-16	-0.4	-7
O=C(O)c1cc([N+](=O)[O-])cc2ccccc12	1	5	-5	-5	-1.9	-2	97	-2	0.6	9
O=C(NCCCN1CCCC1=O)c1ccc(Cl)c(NS(=O)(=O)c2ccc(F)cc2)c1	-1	1	1	-5	-0.8	1	83	-3	0.0	1
COc1ccc(C2=Nc3ccc(C)cc3C(c3ccccc3)N2CC(=O)NN)cc1 (centres undefined)	-3	-5	-1	-5	0.1	3	100	3	-0.7	2
CC1CCCCN1CCCn1c(=S)[nH]c2ccccc2c1=O (centres undefined)	2	-3	1	-1	-0.6	-4	91	11	1.2	7
Cc1cccc(C)c1NC(=O)C(NC(=O)c1ccccn1)c1ccc([N+](=O)[O-])cc1 (centres undefined)	1	2	-1	-6	1.0	-17	92	4	-0.1	6
CC1(C)CC(=O)C(C2=NC3(CCCCCC3)Cc3ccccc32)=C(O)C1	1	1	-1	-5	-0.5	2	96	6	0.1	-2
CCc1nc2c(OCC3COc4ccccc4O3)cccn2c1N(C)C(=O)c1cccs1 (centres undefined)	2	2	-8	-4	4.4	-24	95	-6	-0.3	6
COC(=O)C1CCN(C(=O)COC(=O)c2n[nH]c3ccccc23)CC1	1	1	-5	-4	-0.2	-1	92	1	-0.1	1
COc1ccc(C(=O)NC2CCN(C(=S)Nc3ccccc3C)CC2)cc1	1	3	-2	8	-1.3	0	97	2	0.0	-3
CN(C)c1nc2ccccc2c(N)c1-c1ccccc1	4	-5	-2	-5	0.1	-7	94	-7	1.3	-3
CN(C)C(=O)NCc1ccc(S(N)(=O)=O)cc1	2	0	0	-8	0.0	0	103	3	0.0	6
CCOC(=O)N1CCC(NC(=O)c2ccc(CS(=O)c3cccc(Cl)c3)o2)CC1 (centres undefined)	-1	2	-8	-6	1.7	-12	99	1	0.0	-5
Cc1ccc(S(=O)(=O)Cn2nnnc2C(C(C)C)N2CCN(Cc3ccco3)CC2)cc1 (centres undefined)	-1	-3	1	-4	0.9	-9	94	3	0.4	2
COCCOC(=O)C1=C(C)NC(=O)NC1c1cccc(F)c1 (centres undefined)	3	2	-1	22	-0.5	0	97	-1	-0.1	-3
O=C(CN1CCSCC1)N/N=C/c1ccc(F)c(F)c1	2	-5	1	-6	-1.3	3	94	5	0.1	-4
CC(C)(C)C1CCC(C(=O)Nc2cccnc2)CC1 (centres undefined)	-4	0	-16	-2	-0.5	1	99	-5	0.3	10
CCOC(=O)/C(N=O)=C(\O)C1CCN(C(=O)OCC)CC1	-3	2	-2	-2	-4.4	-10	89	-1	-0.1	-3
O=C(CN(Cc1ccco1)C(=O)c1cccc(F)c1)Nc1ccccc1C(F)(F)F	0	0	-1	-6	-0.4	1	96	-2	0.3	0
COc1ccc2sc(-c3ccc(SC)cc3)c(C#CC(C)(C)O)c2c1	9	3	-10	-7	0.1	2	98	-8	0.0	1
O=C(c1ccco1)N1CCCC(Nc2ccc3c(c2)OCCO3)C1 (centres undefined)	2	5	-14	-7	-0.4	10	95	-2	0.0	-7
Cc1cc(C(=O)OCC(=O)N2CC(C)OC(C)C2)ccc1[N+](=O)[O-] (centres undefined)	-1	1	0	-3	-0.5	-3	103	5	-0.2	-1
O=c1[nH]c2ccccc2c(O)c1-[n+]1ccccc1	0	5	-2	-4	-0.1	3	96	2	0.0	-3
Cc1ccc2c(c1)C(O)(CC(=O)c1cccnc1)C(=O)N2 (centres undefined)	3	2	1	-2	8.0	11	93	11	0.6	-13
Cc1nc(SCCOc2ccccc2)[nH]c(=O)c1Cc1ccccc1	3	2	5	-2	1.7	0	98	-3	0.3	0
O=C(Nc1ccccc1C(=O)N/N=C/c1ccc(F)cc1)c1ccccc1Br	1	-3	1	-8	-0.3	7	99	-15	0.0	.
CCCC(C)NC(=O)COc1ccc(Sc2ccc(OCC(=O)NC(C)CCC)cc2)cc1 (centres undefined)	-4	8	-1	-3	-2.4	-2	88	-19	3.4	-31
COC(=O)c1ccc2nc(C3CCCCC3)c(Cc3cccc(F)c3)n2c1	-2	2	-6	-7	-0.3	.	107	-1	0.6	.

Next results:
SMILES	Glyco luc inh	HTR2A ag	Granule exo inh	CaV13 FRET inh	hiPSC survival	PDI turbidity	ABCB6 inh MLPCN	Cardio protect	aDG glyco up	Vif inh
CN1CCC(=NNC(=O)C(=O)Nc2ccccc2F)CC1	1	-3	-1	17	0.0	6	95	11	-0.2	-3
COc1cc(-c2nc(-c3ccccc3)c(-c3cc([N+](=O)[O-])ccc3C)[nH]2)cc(OC)c1OC	11	-4	1	-5	0.1	9	114	12	-0.1	-2
COc1cc2ccccc2cc1C(=O)N(CCN(C)C)c1nc2c(F)cccc2s1	-4	-2	-6	-4	-0.5	1	97	-1	0.4	2
O=C(COC(=O)CCc1c[nH]c2ccccc12)NCc1ccc(Cl)cc1	1	3	-1	-5	4.1	-4	98	4	-0.1	-14
CCc1ccc(N2CC(C(=O)OC)CC2=O)cc1 (centres undefined)	0	0	-3	4	-0.7	1	100	8	0.1	-11
CCN(CC)C(=O)c1sc2nc(N3CCOCC3)c3c(c2c1N)CCCC3	-1	-1	12	-4	-0.4	6	92	4	0.3	-5
OC(COCC1COc2ccccc2O1)CN1CCN(c2ccccc2)CC1 (centres undefined)	0	-6	-1	-1	1.6	5	99	-9	0.1	1
CC(C)NC1(C(N)=O)CCN(Cc2ccccc2)CC1	2	1	0	-10	0.6	20	91	0	0.3	0

Of the compounds above, eleven contain fluorine:
SMILES	Glyco luc inh	HTR2A ag	Granule exo inh	CaV13 FRET inh	hiPSC survival	PDI turbidity	ABCB6 inh MLPCN	Cardio protect	aDG glyco up	Vif inh
CCC(C(=O)Nc1cc(F)ccc1F)n1nc(C)c2c(C)n(-c3ccc(C)cc3)nc2c1=O (centres undefined)	-6	4	7	-2	-0.5	3	84	-12	0.8	-8
COCCNC(=O)C1(C)CCCN(C(=O)c2ccccc2OC(F)(F)F)C1 (centres undefined)	4	3	3	-5	1.0	1	96	0	-0.1	.
O=c1ccc(Cl)cn1Cc1ccccc1F	3	-5	-3	-4	1.9	-4	87	0	0.0	-5
O=C(NCCCN1CCCC1=O)c1ccc(Cl)c(NS(=O)(=O)c2ccc(F)cc2)c1	-1	1	1	-5	-0.8	1	83	-3	0.0	1
COCCOC(=O)C1=C(C)NC(=O)NC1c1cccc(F)c1 (centres undefined)	3	2	-1	22	-0.5	0	97	-1	-0.1	-3
O=C(CN1CCSCC1)N/N=C/c1ccc(F)c(F)c1	2	-5	1	-6	-1.3	3	94	5	0.1	-4
O=C(CN(Cc1ccco1)C(=O)c1cccc(F)c1)Nc1ccccc1C(F)(F)F	0	0	-1	-6	-0.4	1	96	-2	0.3	0
O=C(Nc1ccccc1C(=O)N/N=C/c1ccc(F)cc1)c1ccccc1Br	1	-3	1	-8	-0.3	7	99	-15	0.0	.
COC(=O)c1ccc2nc(C3CCCCC3)c(Cc3cccc(F)c3)n2c1	-2	2	-6	-7	-0.3	.	107	-1	0.6	.
CN1CCC(=NNC(=O)C(=O)Nc2ccccc2F)CC1	1	-3	-1	17	0.0	6	95	11	-0.2	-3
COc1cc2ccccc2cc1C(=O)N(CCN(C)C)c1nc2c(F)cccc2s1	-4	-2	-6	-4	-0.5	1	97	-1	0.4	2

An unsorted share of the library, and some 3.1% of all compounds hit somewhere here.
